TR SRC2 fluor cs = alters Texas Red total fluorescence, flagging assay interference; actives 0.29% (n = 280,000); AID 1479; Potency, µM (top dose mostly 106 µM), inactives show at the top dose fluorescence change, negative = quenching; TRb/SRC2 Texas Red total fluorescence interference; active means well fitted curve in either direction with a large enough effect; inconclusive means small, poorly fitted or top-dose-only effect
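Flags fluorescent or light-absorbing compounds by total fluorescence, S + 2P, at 555 nm excitation and 632 nm emission. Mixture: 20 nM Texas Red SRC2 peptide, 0.6 uM human TRb LBD, 1 uM T3, 5% DMSO; compound exposure 5 h at ambient temperature.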
RGS12 GoLoco inh = inhibitors of human Gai1-RGS12 GoLoco interaction (red fluorophore) | AID 880 | actives 0.44% (n = 230,000) | Gai1:RGS12 GoLoco peptide FP, rhodamine, 10 min | Potency, µM (top dose mostly 61.6 µM), for the others: at the top dose activity, negative = inhibition, usual class: inhibitors | P63096; active means well fitted inhibition curve with a large enough effect, not every such curve was filed as active; inactive means no such curve, though single readings can be large or run the other way; further: nearly all actives have a fitted effect of over 30% in size; many of its hits are not listed in these tables
Target sequence (P63096 whole entry, looked up): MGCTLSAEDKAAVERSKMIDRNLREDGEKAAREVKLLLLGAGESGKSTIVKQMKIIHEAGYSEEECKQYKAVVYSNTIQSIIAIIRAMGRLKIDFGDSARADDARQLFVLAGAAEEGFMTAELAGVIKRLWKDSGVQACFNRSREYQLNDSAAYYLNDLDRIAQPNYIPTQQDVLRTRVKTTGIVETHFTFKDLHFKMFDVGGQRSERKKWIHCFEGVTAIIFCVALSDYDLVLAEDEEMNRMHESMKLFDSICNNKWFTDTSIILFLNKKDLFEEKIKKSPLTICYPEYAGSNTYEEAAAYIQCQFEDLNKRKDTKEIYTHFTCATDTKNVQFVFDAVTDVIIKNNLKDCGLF
RECQ1 inh = blocks DNA unwinding by human RECQ1; P46063; RECQ1 DNA unwinding, red fluorescence kinetic read; Potency, µM (titrated, usually from 57.3 µM), for inactives: at the top dose activity, negative = inhibition, hits mostly inhibitors; actives 0.54% (n = 240,000); AID 2549;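 further: plate controls were vehicle for no effect and no enzyme for full effect; nearly all actives have a fitted effect of over 30% in size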
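50 nM RECQ1T1 preincubated 15 min with compound in Tris pH 8.0 buffer with MgCl2, DTT, Tween-20 and 2.5 ug/ml poly(dI-dC); started with 200 nM TAMRA/BHQ-2 forked duplex and 2 mM ATP. Unwinding read as fluorescence (525/598 nm), two reads 2 h apart.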
TRb SRC2 PPI = inhibitors of human thyroid hormone receptor beta-SRC2 interaction; P10828; TRbeta-SRC2 peptide binding, fluorescence polarization; receptor liganded with 1 µM T3; Potency, µM (doses to about 106 µM), for the others: top-dose activity change, negative = inhibition, actives largely listed as inhibitors; actives 0.065% (n = 280,000); AID 1469;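 further: plate controls were bound peptide for no effect and peptide without receptor for full effect; nearly all actives have a fitted effect of over 50% in size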
Target sequence (P10828 whole entry, looked up): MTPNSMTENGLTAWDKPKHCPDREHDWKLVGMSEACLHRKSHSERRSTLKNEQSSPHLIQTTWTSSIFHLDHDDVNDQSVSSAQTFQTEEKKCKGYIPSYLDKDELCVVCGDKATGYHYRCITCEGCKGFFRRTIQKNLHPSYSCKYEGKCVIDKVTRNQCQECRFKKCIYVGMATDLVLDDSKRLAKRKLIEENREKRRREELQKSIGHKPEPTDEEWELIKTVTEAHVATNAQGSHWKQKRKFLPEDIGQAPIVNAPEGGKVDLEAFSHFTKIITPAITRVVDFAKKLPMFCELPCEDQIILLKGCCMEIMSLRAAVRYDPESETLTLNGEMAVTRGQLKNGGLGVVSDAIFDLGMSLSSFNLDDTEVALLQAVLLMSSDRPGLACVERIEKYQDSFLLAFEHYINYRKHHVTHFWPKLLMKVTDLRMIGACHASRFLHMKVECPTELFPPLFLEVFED
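Human TRb LBD (0.6 uM) plus Texas Red-labeled SRC2 peptide (20 nM), 1uM T3, 5% DMSO, 5 hr at ambient temperature. Decreased polarization (555/632 nm) flags inhibition; data normalized to free and bound peptide controls.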
L3MBTL1 block = L3MBTL1 (human) inhibition; Q9Y468; AlphaScreen L3MBTL1–H3K9me1 peptide binding; Potency, µM (highest dose often 57.1 µM), without a hit: at the top dose activity, negative = inhibition, most hits filed as inhibitors; actives 0.66% (n = 230,000); AID 485360; further: nearly all actives have a fitted effect of over 60% in size
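L3MBTL1 50 nM + b-AHA-H3(1-15)K9me1 75 nM, 30 min RT; compound added, 30 min RT; streptavidin donor/Ni-chelate acceptor beads 10 ug/mL each final, 30 min RT dark; AlphaScreen read.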
Tau FP inhib = blocks human tau fibril formation measured by polarization; P10636; K18 P301L tau heparin fibrillization, Alexa594 FP, 6 h; Potency, µM (titrated, usually from 57.7 µM), for the others: top-dose activity, negative = inhibition, usual class: inhibitors; actives 0.39% (n = 280,000); AID 1468; further: nearly all actives have a fitted effect of over 55% in size
Target sequence (P10636 561-689 P618L limits assumed): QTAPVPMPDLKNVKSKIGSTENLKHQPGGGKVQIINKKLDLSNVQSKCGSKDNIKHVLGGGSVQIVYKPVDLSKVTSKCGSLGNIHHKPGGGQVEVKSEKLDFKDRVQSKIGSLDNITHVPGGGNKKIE
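Recombinant K18 P301L […], labeled with Alexa 594 at 0.24 uM over 15 uM unlabeled; heparin inducer 20 uM final; 37 C, 6 hr; FP endpoint.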
Tau ThT inhib = tau fibrillization inhibition (ThT binding); actives 2.1% (n = 270,000); P10636; recombinant tau K18 P301L (four-repeat tau fragment), heparin-induced fibrillization, ThT fluorescence; Potency, µM (doses to about 57.4 µM), for inactives: at the highest dose activity, negative = inhibition, hits mostly inhibitors; AID 1460; further: nearly all actives have a fitted effect of over 55% in size
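Heparin-induced fibrillization of the P301L-mutant K18 repeat-domain fragment of human tau was followed by ThT binding in quantitative high-throughput format.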
JMJD2E inh = inhibitors of human JMJD2E histone demethylase. JMJD2E catalytic domain, FDH-coupled NADH fluorescence (FDH is formaldehyde dehydrogenase). actives 1.6% (n = 230,000). Potency, µM (doses to about 57.1 µM), for the others: at the highest dose activity change, negative = inhibition, most hits filed as inhibitors. AID 2147; active means well fitted inhibition curve with a large enough effect, not every such curve was filed as active; inconclusive means small, poorly fitted or top-dose-only effect, or another doubt; inactive means no such curve, though single readings can be large or run the other way;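 further: 0% = wells with enzyme and -100% = buffer wells without enzyme; nearly all actives have a fitted effect of over 50% in size; many of its hits are not listed in these tables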
The depositor's hits bear a star; i = inactive; u = inconclusive; x = not tested or not shown; [ ] = another dose, or the depositor's remark. Unless noted, the call rests on the fitted dose curve; in most records, active means well fitted curve in the direction sought with a large enough effect; inconclusive means small, poorly fitted or top-dose-only effect, or another doubt; inactive means no such curve, though single readings can be large; an effect the other way counts as inactive or inconclusive. Unless noted, on the % scale 0 is the no-effect control and ±100 the full control effect; potency means the concentration at half of the fitted maximal effect.

Compound	TRb SRC2 PPI	RECQ1 inh	TR SRC2 fluor cs	Tau ThT inhib	JMJD2E inh	Tau FP inhib	RGS12 GoLoco inh	L3MBTL1 block
O=C(Nc1nccs1)c1ccccn1	-2%	-2%	-1%	-4%	26%	-2%	6%	u
Cn1c(SCC(=O)Nc2ccccc2F)nnc1-c1ccc(S(=O)(=O)N2CCOCC2)cc1	3%	-5%	-5%	0%	-1%	5%	5%	4%
Cc1ccc(OCCCc2c(C)n[nH]c2C)cc1	6%	6%	-2%	-10%	-12%	2%	5%	x
Cc1ccc(-c2cccc(-c3cc(=O)oc4ccc(C(C)(C)C)cc34)c2)cc1	3%	-4%[81.1 µM]	-2%	u	x	-8%[81.3 µM]	9%[88.7 µM]	-2%
Cn1cc(Br)cc2nc(C(F)(F)F)nc1-2	-4%	-9%	-1%	-1%	1%	-2%	3%	4%[11.4 µM]
CCOc1ccccc1N1CCN(C(=O)c2ccncc2)CC1	-1%	i	2%	6%	0%	-2%	8%	6%[11.4 µM]
Cn1c2c(c(=O)n(C)c1=O)C(c1ccccc1C(F)(F)F)CC(=O)N2 (stereo unspecified)	-8%	x	-1%	-6%	x	-4%	x	x
O=C1N(CN2CCN(Cc3ccccc3)CC2)c2ccccc2C12OCCCO2	-5%	-3%	-12%	2%	-1%	-6%	-1%	-26%
CCOC(=O)CC(=O)CSc1nc(C)nc2c1oc1ccccc12	3%	-13%	1%	u	u	-7%	45%[activator]	x
O=C(Nc1ccc2c(c1)OCO2)c1nn(-c2ccccc2)c(=O)c2ccccc12	-3%	-16%	-3%	2%	-4%	-1%	3%	-5%[11.4 µM]
CCCCNC1CCS(=O)(=O)C1 (stereo unspecified)	-3%	i	-4%	-7%	3%	-7%	17%	x
COc1cccc(-c2cc(C(=O)NCCc3ccccc3)no2)c1	4%	-7%	-2%	-17%	-2%	-11%	1%	x
CCN(CC)C(=O)c1sc2c(c1C)c(=O)n(-c1ccc(Cl)c(Cl)c1)c(=O)n2CC(=O)Nc1cccc(OC)c1	1%	x	1%	16%	x	-2%	x	x
Cc1cc(C)cc(NC(=O)NCc2noc3ccccc23)c1	-6%	x	-2%	2%	x	u	x	x
O=C(Oc1ccc(-n2cnnn2)cc1)c1ccccc1	3%	i	-1%	-3%	3%	10%	6%	3%
COc1ccc(/C(CC2OC(=O)c3ccccc32)=N\NC(N)=O)cc1 (stereo unspecified)	1%	i	0%	11%	1%	-4%	2%	6%
C=CCOC(=O)C1=C(C)OC(N)=C(C#N)C1c1ccccc1F (stereo unspecified)	-4%	-10%	0%	-13%	3%	-7%	24%	x
COc1ccc(OC)c(NS(=O)(=O)c2ccc(NC(=O)c3ccc(NS(C)(=O)=O)cc3)cc2)c1	3%	-9%	-3%	6%	1%	u	7%	7%
CNC(=S)Nc1ccccc1-c1ccccc1	4%	-1%	0%	4%	2%	-3%	6%	1%
O=C1C2C3CC(C(Br)C3Br)C2C(=O)N1CC1CCCO1 (stereo unspecified)	-9%	i	-4%	x	4%	-8%	3%	x
CNC(=O)c1cc2c(=O)n3cc(C)ccc3nc2n(C(C)C)c1=N	7%	-6%	2%	-4%	u	5%	12%	-3%
Cc1ccc(NC(=O)c2c(C)oc3ccc(O)c(CN4CCCC4)c23)c(C)c1	-2%	x	-25%	-2%	x	-3%	x	x
CCOC(=O)c1ccn(-c2nc(-c3ccco3)cc(C(F)(F)F)n2)n1	-5%	i	-2%	-10%	u	-11%	-9%	-3%
Cc1ccc(N2CN(CCC3=CCCCC3)CNC2=S)cc1	-1%	11%	-1%	-10%	2%	11%	4%	-18%
O=C(c1ccccc1)N1CCC(c2nc(-c3ccc(S(=O)(=O)N4CCOCC4)cc3)no2)CC1	3%	i	-1%	-15%	2%	2%	10%	4%
O=C(c1cc2nc(-c3cccs3)cc(C(F)(F)F)n2n1)N1CCCc2ccccc21	2%	-1%	1%	-16%	u	-5%	10%	2%
Cc1ccc(S(=O)(=O)C2CCCCC2=O)cc1 (stereo unspecified)	6%	-13%	-5%	-6%	5%	2%	11%	-1%
O=C(c1ccccc1Br)N1CCC(c2nc3ccccc3s2)CC1	3%[53 µM]	5%	-1%[53 µM]	-11%	6%	4%	5%	9%
CSc1nc2ccc(S(=O)(=O)N3CCc4ccccc43)cc2s1	-9%	-12%	-9%	-2%	2%	-14%	2%	x
CCc1ccc(S(=O)(=O)c2c(C(=O)c3ccccc3)cnc3ccc(CC)cc23)cc1	0%	x	-5%	-12%	x	-11%	x	x
COc1ccc(NC(=O)c2cccc(S(=O)(=O)N(C)c3ccccc3)c2)cn1	1%	-11%	-2%	2%	-16%	-9%	8%	4%
COc1ccc(C2C(C(C)=O)=C(O)C(=O)N2c2cccnc2)c(OC)c1 (stereo unspecified)	-3%	-5%	0%	u	-23%	u	-2%	1%
O=C(Nc1ccncc1)c1cc2ccccc2o1	3%	-7%	0%	-4%	-1%	-1%	5%	5%
O=C(NCC1CCN(c2ccc(S(=O)(=O)N3CCOCC3)cc2)CC1)c1ccc(Cl)cc1	5%	-2%	-1%	-16%	u	1%	1%	x
O=C(NNC(=O)c1oc2ccccc2c1-n1cccc1)c1ccco1	4%	-3%	3%	-11%	3%	2%	11%	-12%
O=C(CS(=O)(=O)c1cccc2nsnc12)NCc1ccccc1	1%	x	3%	-1%	x	5%	x	x
Cc1ccc(CNC(=O)C(CC(C)C)NS(=O)(=O)c2ccc3c(c2)oc(=O)n3C)cc1 (stereo unspecified)	-10%	x	-3%	3%	x	-13%	x	x
Cc1onc(-c2ccccc2Cl)c1C(=O)NC(=S)NCCc1ccccc1	-6%	-10%	0%	-4%	1%	-1%	5%	13%
CCC(C)NC(=O)c1ccccc1NC(=O)C1COc2ccccc2O1 (stereo unspecified)	7%	-10%	1%	13%	-5%	2%	31%[activator]	2%
Cn1nnc2cc(C(=O)N3CCCCCC3)ccc21	-8%	-5%	-4%	-5%	-1%	-2%	-8%	1%
CC(=O)Nc1ccc(OCc2nnc(-c3ccc(Cl)cc3)o2)cc1	9%	-5%	-6%	u	5%	1%	5%	1%
COc1cccc(CNC(=O)C2(C)Oc3ccccc3NC2=O)c1 (stereo unspecified)	-6%	-6%	-1%	-1%	5%	4%	-5%	x
COc1cc(OC)cc(C(=O)NNC(=O)NC2CCCCC2)c1	-7%	9%	3%	-2%	1%	-4%	-8%	1%
CN1CCN(c2ccc(S(=O)(=O)N3CCOCC3)cc2NC(=O)CCc2ccccc2)CC1	2%	-14%	-3%	x	-8%	0%	-4%	x
N#Cc1ccccc1NC(=O)C(=O)NCC(c1cccnc1)N1CCc2ccccc21 (stereo unspecified)	2%	x	6%	-3%	x	-2%	x	x
Cc1cc(C)c(S(=O)(=O)Nc2ccc(-c3ccc(N4CCCCC4)nn3)cc2)c(C)c1	3%	x	0%	-17%	x	-7%	x	x
COc1ccc(Br)cc1/C=C/C(=O)NC(=S)Nc1ccc(Cl)c(C(=O)O)c1	2%	-16%	-1%	-21%	-12%	8%	8%	x
COc1ccc(NC(=O)c2cccn2-c2nnc(N3CCCCC3)s2)c(OC)c1	0%	x	-1%	-9%	x	3%	x	x
Cc1cc2ncn(C(=O)N3CCOCC3)c2cc1C	-6%	-8%	-2%	-3%	4%	-1%	5%	-5%[11.4 µM]
Cc1cc(-c2nnc(SCC(=O)NC3CCCC3)o2)no1	-23%	i	-6%	-19%	11%	u	-1%	5%
CN(C)CCCN1C(=O)C2CCc3[nH]c4ccccc4c3C2C1=O (stereo unspecified)	0%	13%	-3%	1%	5%	2%	-23%	-16%
O=c1c(-c2ccccc2)coc2c(CN3CCOCC3)c(O)ccc12	1%	6%	-1%	-10%	u	-8%	5%	-9%
CO/N=C(/CS(=O)Cc1ccc(Cl)cc1)c1ccc(Cl)cc1 (stereo unspecified)	-2%	-13%	-3%	-20%	-6%	10%	-11%	8%
O=C1COc2ccccc2CN1	-8%	-3%	-1%	-1%	-3%	4%	-5%	-4%
COc1cc(OC)c(NC(=O)c2nn(C)c3c2COc2ccccc2-3)cc1Cl	2%	x	0%	-6%	x	-3%	x	x
Cc1cccc(C)c1NC1=C(Cl)C(=O)OC1OC(=O)c1ccccc1 (stereo unspecified)	4%	-4%	-3%	-15%	-9%	-10%	1%	x
CC1CCc2nc(NC(=O)CCSc3ccccc3)sc2C1 (stereo unspecified)	7%	-4%	-2%	-12%	9%	-14%	1%	2%
COC(C(=O)Nc1ccc(C(C)=O)cc1)c1ccccc1 (stereo unspecified)	3%	-4%	0%	-1%	4%	0%	-1%	6%
CNC(=O)C1CCC(=O)N1Cc1ccc(C)cc1 (stereo unspecified)	1%	-3%	0%	-13%	5%	-1%	-4%	13%
CCOc1ccccc1NC(=O)N1C2CCCC1CC(NC(=O)C1CC1)C2 (stereo unspecified)	0%	-1%	-3%	-2%	1%	-2%	1%	-23%

Reformatted as labelled records: 2 of the compounds above.
N#Cc1ccccc1NC(=O)C(=O)NCC(c1cccnc1)N1CCc2ccccc21 (stereo unspecified)
  TRb SRC2 PPI = 2%; RECQ1 inh = x; TR SRC2 fluor cs = 6%; Tau ThT inhib = -3%; JMJD2E inh = x; Tau FP inhib = -2%; RGS12 GoLoco inh = x; L3MBTL1 block = x

Cc1cc(C)c(S(=O)(=O)Nc2ccc(-c3ccc(N4CCCCC4)nn3)cc2)c(C)c1
  TRb SRC2 PPI = 3%; RECQ1 inh = x; TR SRC2 fluor cs = 0%; Tau ThT inhib = -17%; JMJD2E inh = x; Tau FP inhib = -7%; RGS12 GoLoco inh = x; L3MBTL1 block = x

Some of the compounds tested, so the mix of outcomes need not match the whole.
